bub3 = NCI yeast anticancer drug screen, S. cerevisiae bub3 mutant strain | AID 167, 2004 | growth inhibition, % at 50 µM | 78,000 tested, 9.9% active;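 note: 0% = growth of vehicle-only cultures of the same strain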
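Steps: expose the mutant yeast strain to compound; grow alongside vehicle-treated cultures; measure growth; express inhibition against the vehicle cultures.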
mec2-1 = NCI yeast anticancer drug screen, S. cerevisiae mec2-1 strain | growth inhibition, % at 50 µM | 79,000 tested, 9% active | AID 157, 2004;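 note: 0% = growth of vehicle-only cultures of the same strain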
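Growth inhibition is read against vehicle-treated controls after compound exposure of the mec2-1 yeast strain, which is defective in DNA damage repair or cell cycle control.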
yeast sgs1 mgt1 = NCI yeast anticancer drug screen, S. cerevisiae sgs1 mgt1 strain; AID 161, 2004; growth inhibition, % at 50 µM; 78,000 tested, 10% active;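 note: 0% = growth of vehicle-only cultures of the same strain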
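Mutant yeast exposed to compound; growth scored against vehicle-only wells.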
mlh1 rad18 = NCI yeast anticancer drug screen, S. cerevisiae mlh1 rad18 strain; % growth inhibition at 50 µM; 79,000 tested, 11% active; AID 175, 2004;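 note: 0% = growth of vehicle-only cultures of the same strain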
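Steps: expose repair-defective yeast to compound; measure growth; express inhibition against vehicle-treated controls.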
yeast rad50 = NCI yeast anticancer drug screen, S. cerevisiae rad50 strain. growth inhibition, % at 50 µM. 79,000 tested, 10% active;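 note: 0% = growth of vehicle-only cultures of the same strain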
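Genetically altered yeast (DNA repair pathway); compound treatment; growth inhibition vs vehicle ctrl.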
cln2 rad14 = NCI yeast anticancer drug screen, S. cerevisiae cln2 rad14 strain; growth inhibition, % at 50 µM; 78,000 tested, 8.3% active; AID 165, 2004;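 note: 0% = growth of vehicle-only cultures of the same strain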
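Strain: cln2 rad14 yeast, altered in cell cycle control and DNA damage repair. Read-out: growth inhibition vs vehicle.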
* = called active by the depositor; x = not tested or not shown; & = joins results of further samples; ! = repeats disagree. Cut-off read from the data, not from the text of the source: active = growth inhibition above about 70%; inactive = the rest. No enrichment for hits. About 14% of those tested had a hit in this group.

SMILES | bub3 | mec2-1 | yeast sgs1 mgt1 | mlh1 rad18 | yeast rad50 | cln2 rad14
COC(=O)CN1C(=O)OC(c2ccccc2)C1=O (stereo not drawn) | -4 | 1 | -4 | -13 | 0 | 8
CN(C)N=Nc1c(-c2cccs2)n[nH]c1C(F)(F)F | 100* | 100* | 100* | 100* | 99* | 100*
Cn1c(-c2ccccc2)cc(=O)cc1-c1ccccc1 | -4 | 13 | -10 | -19 | -23 | -1
COC(=O)C1=C(C)C=C(N2CCOCC2)C(C(=O)OC)C1c1ccccc1 (stereo not drawn) | -2 | -16 | -11 | 9 | -1 | -3
CC(=O)NNc1nc(C)c(C(=O)NNC(=O)C(=O)Nc2ccc([N+](=O)[O-])cc2C#N)s1 | -4 | -3 | 45 | 19 | 35 | 4
O=C(O)/C(=C\c1ccc(O)cc1)c1cccc2ccccc12 | 62 | 38 | 6 | 48 | 45 | 76*
N=C1C2(CCCCC2)C(=O)N(O)C12CCCCC2 | -10 | -17 | -12 | 3 | -4 | -42
CCOC(=O)/C=C/c1nc(C(=O)OCC)c(C)c(=O)[nH]1 | 1 | 8 | 22 | -24 | -1 | 7
CCC(C)(C)C(=O)CC(=O)C(C)(C)CC | 9 | 7 | -3 | 14 | 36 | 16
O=C1N[C@@H]2CCC[C@@H]2[C@@H]1c1ccc(Cl)cc1 | 5 | -2 | 8 | 19 | -3 | 28
C[N+](C)(CCOc1ccccc1)Cc1ccccc1 | 48 | 26 | 39 | 32 | 55 | 27
COc1ccc(C)cc1NC(=S)NC(=O)C(C)Oc1ccccc1 (stereo not drawn) | 29 | 46 | 60 | 33 | 12 | -27
Cn1c(=O)c2c(nc(C3CC3)n2C)n(C)c1=O | -1 | -1 | 6 | 12 | -1 | -17
Nc1ccccc1N=Nc1c(S(=O)(=O)O)cc2cc(S(=O)(=O)O)cc(O)c2c1O | -34 | -11 | -28 | -34 | -24 | 28
N#CCCN1CCCSC1=S | -3 | 17 | 4 | 2 | 6 | 4
O=c1c(=[n+]2ccc(=C([O-])c3ccccc3)cc2)/c(=N/S(=O)(=O)c2ccccc2)c(=O)c2ccccc12 | 13 | 33 | 40 | 26 | 19 | 7
Cc1ccc(NN(NC(=O)OC(C)C)C(=O)OC(C)C)cc1 | 2 | 6 | 30 | 79* | 23 | 29
O=CNC(CCCC(=O)O)Cc1cc2ccccc2c2ccccc12 (stereo not drawn) | 95* | 95* | 96* | 94* | 94* | 94*
NC(CCC(=O)NC(CS)C(=O)NCC(=O)O)C(=O)O (stereo not drawn) | -7&-17 | -20&-17 | -4&-17 | -13&-11 | -9&-13 | -1&-9
O=C(Oc1ccc([N+](=O)[O-])cc1)c1ccc([N+](=O)[O-])cc1 | 85* | 54 | 68 | 86* | 51 | 31
Cc1cc(O)c(/C=N/C(=S)Nc2cc(Cl)ccc2Cl)c(=O)o1 | -16 | -27 | 5 | 9 | -11 | -12
O=C(Cc1nc2ccccc2[nH]c1=O)N/N=C/c1ccc2c(c1)CCC2 | x | -29 | x | -37 | -30 | x
CC(C)(CC1(C)NC(=O)NC1=O)OCc1ccccc1 (stereo not drawn) | -46 | -30 | -15 | 2 | 0 | -24
NC(=O)NOCC(N)C(=O)O (stereo not drawn) | 5 | 2 | 1 | -3 | -7 | -41
O=C(OCCc1ccccc1)Oc1ccccc1 | -1 | -13 | -11 | 6 | -8 | -45
S=c1sc2ccccc2n1CNc1ccccc1 | 74* | 68 | 72* | 69 | 65 | -41
O=C1C2=C(Nc3cc(Cl)ccc3N2)OC1c1ccc(C2OC3=C(Nc4ccc(Cl)cc4N3)C2=O)cc1 (stereo not drawn) | -7 | 11 | -7 | 18 | -20 | -34
CCOC(=O)c1c(C)[nH]c(-c2ccccc2)c1NS(=O)(=O)c1ccc(NC(C)=O)cc1 | 0 | 1 | -31 | 12 | -4 | -7
CCN1C(=O)Cc2ccccc21 | 4 | -4 | 11 | -14 | 10 | -2
CCC(C)CC(C)C1=NC(C)(C)CC(C)O1 (stereo not drawn) | 0 | -7 | 1 | 8 | 4 | -17
O=C(Nc1ccc([N+](=O)[O-])cc1)c1cc(N2CCOCC2)ccn1 | 2 | 17 | 22 | 26 | 38 | 16
O=C(c1ccccc1)C1(C(=O)c2ccccc2)/C(=N\O)C2CCC1C2 (stereo not drawn) | 53 | 13 | 10 | 14 | 6 | 2
O=C(OC(=O)c1cccnc1)c1cccnc1 | -3 | -10 | -8 | 7 | -30 | 12
FC(F)(F)C1(C(F)(F)F)OI2(Br)(OC(C(F)(F)F)(C(F)(F)F)c3ccccc32)c2ccccc21 | -5 | 0 | -11 | 27 | -6 | 21
N#CN1C2CCC1CC(=O)C2 | 57 | 44 | 77* | 62 | 66 | 75*
O=C(O)C(O)Cc1ccccn1 (stereo not drawn) | -23 | -10 | -10 | 5 | -1 | -22
COc1ccc2ccccc2c1C(=O)/C=C/c1ccccc1 | 59 | 34 | 39 | 39 | 35 | 48
CCOC(=O)N1C(=O)c2ccccc2C1=O | -13 | -13 | -17 | -9 | -7 | -9
NNC(=O)c1n[nH]n(N)c1=S | -9 | 25 | 11 | 24 | 23 | -9
Cc1c(O)ccc(N=O)c1O | -2 | 3 | 19 | 8 | 20 | 36

Part of the list above, limited to yeast sgs1 mgt1, cln2 rad14 and mlh1 rad18:
structure	yeast sgs1 mgt1	cln2 rad14	mlh1 rad18
O=C(c1ccccc1)C1(C(=O)c2ccccc2)/C(=N\O)C2CCC1C2 (stereo not drawn)	10	2	14
O=C(OC(=O)c1cccnc1)c1cccnc1	-8	12	7
FC(F)(F)C1(C(F)(F)F)OI2(Br)(OC(C(F)(F)F)(C(F)(F)F)c3ccccc32)c2ccccc21	-11	21	27
N#CN1C2CCC1CC(=O)C2	77*	75*	62
O=C(O)C(O)Cc1ccccn1 (stereo not drawn)	-10	-22	5
COc1ccc2ccccc2c1C(=O)/C=C/c1ccccc1	39	48	39
CCOC(=O)N1C(=O)c2ccccc2C1=O	-17	-9	-9

New compounds follow.
SMILES | bub3 | mec2-1 | yeast sgs1 mgt1 | mlh1 rad18 | yeast rad50 | cln2 rad14
COc1cc(CC(=O)O)c(Br)cc1C | -1 | 21 | 4 | -3 | 6 | 0
O=C(O)CCC1(C(=O)O)NCCc2c1[nH]c1ccccc21 (stereo not drawn) | 8 | 12 | 5 | 13 | 8 | 9
O=Cc1ccc2c(c1)C(=O)OC2=O | 3 | -13 | -35 | -30 | -18 | -2
N#Cc1c2ccccc2nc2ccccc12 | 28 | 17 | 30 | 74* | 86* | 20
Cc1nn(C)c(=O)c2nn(-c3ccccc3)c(C)c12 | 21 | 3 | 15 | 1 | 20 | 14
CC(=O)OC1CC23CCC(=O)C2(CC3)C1 (stereo not drawn) | 8 | -6 | 2 | -11 | 20 | -30
Cn1c2ccccc2c2nn3c(-c4ccccc4)nnc3nc21 | 22 | 0 | -13 | -9 | -5 | 23
c1ccc2c(c1)ncn2Sn1cnc2ccccc21 | 11&3 | 0&17 | -3&4 | 21&7 | 3&2 | 16&-12
NC(=Nc1ccc([N+](=O)[O-])cc1)c1ccccc1 | 8 | 2 | -4 | 10 | 7 | -12
CN(C)CCNC(=O)c1cccc2nc3c(ccc4ccccc43)nc12 | 24 | 74* | 40 | 90* | 90* | 27
CCCCC/C(=C\c1ccccc1)C1OCC(COC(C)=O)O1 (stereo not drawn) | 41 | -6 | -2 | -3 | -38 | -30
Nc1cnccn1 | 9 | 4 | 1 | -11 | 2 | -4
COC(C)CCOC(=O)c1ccccc1C (stereo not drawn) | 25 | -6 | 1 | 3 | 10 | -22
CC(=O)OCC1OC(n2c(C)c(C(C)=O)c(-c3ccco3)c(C#N)c2=S)C(OC(C)=O)C(OC(C)=O)C1OC(C)=O (stereo not drawn) | 42&-25 | 56&-27 | 74*! | 45&4 | 32&-9 | 41&-14
O=c1c2ccccc2sc2nc(CCl)nn12 | 2 | 4 | 8 | 47 | 6 | 17
O=C1CCC2(CC1)SCCCS2 | -7 | -22 | -16 | -17 | -1 | 21
Cc1ccc(/C=C2/NC(=S)SC2=O)cc1 | 2 | -4 | 15 | -30 | -14 | 12
O=[N+]([O-])c1ccc(Nc2cccc3c2[nH]c2c(-c4ccccc4)nccc23)c([N+](=O)[O-])c1 | 37 | 19 | 7 | 13 | 14 | 12
Cc1nc(N)sc1N=Nc1cc(Br)ccc1Br | 6 | 31 | 64 | 36 | 53 | 16
O=C1c2cc([N+](=O)[O-])ccc2-c2c(I)cccc21 | -9 | 3 | -5 | -6 | 4 | 6
C=C(Br)CNC(=O)CCC(=O)NCC(=C)Br | -21 | -12 | -3 | -58 | -28 | -6
COc1cc(OC)c(NC(=S)Nc2ccccc2C(F)(F)F)cc1Cl | -5 | -4 | -15 | 9 | -12 | -62
CC(=O)NNC(=S)N/C=C(\C#N)c1nc2ccccc2s1 | -11 | 12 | -17 | 12 | 22 | 18
O=c1c(N2CCOCC2)c(N2CCOCC2)c1=O | -24 | -23 | 0 | -1 | -22 | 15
CCC/C=C1/CCCCC1=O | -15 | 3 | 21 | 27 | 24 | 8
O=c1[nH]c(=O)n(C2CC(O)C(CO)O2)cc1NN=NCc1ccccc1 (stereo not drawn) | 5 | 2 | 23 | 45 | -6 | 16
Cc1nc2c(Br)cc(Br)cc2c(=O)n1-c1ccccc1NC1OCC(O)C(O)C1O (stereo not drawn) | 78* | 71*! | 88*! | 82* | 90* | 92*!
CC(C)=NNC=N/C(C#N)=C(\N)C#N | -10 | -1 | -18 | -25 | -14 | 18
COC(=O)C(CC(C)C)NC(=O)CNC(=O)C(Cc1ccc(OCc2ccccc2)cc1)NC(=O)C(COCc1ccccc1)NC(=O)OC(C)(C)C (stereo not drawn) | 3 | -23 | -24 | -10 | -27 | 12
Cc1c2cnccc2c(C)c2c1c1ccccc1n2CCCCCCCl | 96* | 69 | 50 | 98* | 94* | 66
CCCC(C)(C)CO | 9 | 1 | -2 | 6 | 2 | 6
O=C(OC(c1ccccc1)c1ccccc1)c1ccccc1C(=O)c1ccccc1 | -3 | -15 | -21 | -36 | -19 | -17
COC(=O)C1=C(c2ccccc2)c2ccc3ccccc3c2C1c1ccccc1 (stereo not drawn) | 6 | -8 | 23 | 25 | 40 | 12
CC(C)C(O)(C(=O)OCC1=CC[N+]2(C)CCC(O)C12)C(C)O (stereo not drawn) | -3 | -15 | 11 | 2 | 28 | -21
Cc1cc(N/N=C(\c2ccccc2)c2ccccn2)nc2ccccc12 | 97* | 98* | 97* | 98* | 97* | 98*
CC(=O)CC(=O)NCc1ccncc1 | 27 | 8 | 12 | -2 | -6 | -44
Cc1cc(N(CCC#N)CCC#N)ccc1/C=C(\NC(=O)/C=C/c1ccccc1)NC(=O)Nc1ccc(Cl)cc1 | 12 | 3 | -18 | 29 | 14 | 11
O=C(NCNC(=O)c1ccccc1)c1ccccc1 | 17 | -8 | 9 | -7 | -6 | -30
Cn1nnnc1CC(=O)O | -2 | -13 | 1 | -12 | 1 | -23
CCCCC(Sc1cc(Cl)c(C)cc1S(=O)(=O)Nc1n[nH]c(N)n1)C(=O)OC (stereo not drawn) | -19 | -12 | 50 | 6 | -5 | 7

Brought forward from above: 2 entries, then new ones.
SMILES | bub3 | mec2-1 | yeast sgs1 mgt1 | mlh1 rad18 | yeast rad50 | cln2 rad14
Cn1nnnc1CC(=O)O | -2 | -13 | 1 | -12 | 1 | -23
CCCCC(Sc1cc(Cl)c(C)cc1S(=O)(=O)Nc1n[nH]c(N)n1)C(=O)OC (stereo not drawn) | -19 | -12 | 50 | 6 | -5 | 7
Cc1nc(SCC(=O)Nc2ccc(Cl)cc2)c2sc(=S)n(-c3ccccc3)c2n1 | -4 | 5 | -1 | 5 | -14 | 2
CN(C)C(=O)c1cc2ccccc2[nH]1 | 4 | 16 | 7 | 20 | 29 | 13
CNCC(OC)OC | 0 | -30 | 5 | 11 | 5 | 16
CO/C(=N\N=C(/C)C(F)(F)F)c1ccncc1 | 1 | 8 | -10 | -5 | -24 | -6
CC1CCC2(OC1)OC1CC3C4CCC5CC(O)CCC5(C)C4C(O)CC3(C)C1C2C (stereo not drawn) | 52 | 6 | 43 | 24 | 43 | 37
COc1ccc2[nH]c3c(c2c1)[C@H]1CCC(C(C)(C)C)C[C@H]1[C@H]1C(=O)N(c2ccccc2)C(=O)[C@@H]31 (stereo partly drawn) | 16 | 16 | 19 | 25 | 26 | 20
Nc1cccc(S(=O)(=O)Nc2c(N)nc(SCC(=O)O)[nH]c2=O)c1 | 12 | -16 | -20 | 22 | -15 | -9
